# Growth percent in the NCI-60 one-dose screen (48 h, 10 µM unless noted): 100 = growth as untreated, 0 = no growth, -100 = all killed.
# DU-145 – DU-145 prostate cancer | actives 4.2% (n = 81,000) | AID 1794760
# OVCAR-5 – OVCAR-5 ovarian cancer. actives 2.9% (n = 82,000). AID 1794783
# OVCAR-3 – OVCAR-3 ovarian cancer; actives 7% (n = 79,000); AID 1794787
# KM12 – KM12 colon cancer cells | AID 1794800 | actives 5% (n = 82,000)
# HCC-2998 – HCC-2998 colon cancer; actives 4.7% (n = 79,000)
# PC-3 – PC-3 prostate cancer cells | actives 3.9% (n = 80,000)
# OVCAR-8 – OVCAR-8 ovarian cancer. actives 4.4% (n = 81,000)
# SW-620 – SW-620 colon cancer. actives 5.2% (n = 82,000). AID 1794795
# OVCAR-4 – OVCAR-4 ovarian cancer cells; actives 3.7% (n = 80,000)
# Starred values were filed as active, the others as inactive; / = no result given; & = joins results of further samples. The calls were made as follows: active = growth percent below 10; inactive = the rest.
[1] NC(N)=Nc1cc2ccccc2c2ccccc12
[2] Cc1nc2c(c(=O)[nH]1)OCN(Cc1ccccc1)C2
[3] CC(C)(C)c1nc(N)c2c(Nc3ccc(Cl)cc3)[nH]nc2n1
[4] COc1cc(C(=O)N/N=C/c2ccc(N(C)C)cc2)cc(OC)c1OC
[5] CC(=O)Nc1ncc2c(n1)-c1ccc(C(=O)OC(C)C)n1CCC2
[6] CCCCCCCCCCCCCCCC(=O)OCCCCCCCCCCC
[7] CCCCC(CC)C(O)CC(C)=O (stereo not drawn)
[8] COc1cc(CNC(=O)CCSc2nc3ccccc3c(=O)n2Cc2cc(OC)c(OC)c(OC)c2)cc(OC)c1OC

Assay by compound	1	2	3	4	5	6	7	8
DU-145	84.9	108.2	100.7	0.8*	106.7	113.5	102.6	58.1
OVCAR-5	95.8	108.6	91.3	44.5	102.3	104.4	105.6	68.3
OVCAR-3	73.1	102.8	111.1	-11.7*	106.4	114.3	100.2	/
KM12	81.0	103.8	93.9	17.0	110.3	107.4	104.6	17.3
HCC-2998	95.4	103.7	96.3	12.0	110.4	106.6	100.1	86.0
PC-3	61.5	89.1	110.4	25.4	96.0	92.3	90.0	49.5
OVCAR-8	45.9	99.1	92.5	21.2	96.6	117.0	103.8	48.2
SW-620	76.6	101.6	102.7	26.2	102.3	113.3	104.0	23.9
OVCAR-4	74.4	96.1	90.8	61.7	104.9	111.6	117.4	58.9

[9] CC(C)CC(NC(=O)C(Cc1ccccc1)NC(=O)C1CCCN1C(=O)OCc1ccccc1)C(=O)OC(C)(C)C (stereo not drawn)
[10] O=S(=O)(NCCCNc1nccc(-c2c(-c3ccc(F)c(O)c3)nc3sccn23)n1)c1ccccc1
[11] CC(=O)OCC(=O)[C@@]1(O)CC[C@H]2[C@@H]3CC=C4C=C(OCc5ccccc5)CC[C@]4(C)[C@H]3C(=O)C[C@@]21C
[12] N#Cc1c(-c2ccc(Cl)cc2Cl)c2c(N)nn(-c3ccccc3)c2oc1=O
[13] Cc1ccc(C(=O)NCCCNc2nccc(-n3ccc4cccnc43)n2)cc1
[14] Cc1c(Cl)cccc1NC(=S)NC(=O)/C=C/c1ccccc1
[15] CC(=O)N[C@]1(C)CCC2C[C@H]1C(C)=NC2(C)C
[16] C=CCn1c(SCC(=O)Nc2cccc(C(=O)/C=C/c3cc(OC)c(OC)c(OC)c3)c2)nc2ccccc2c1=O

Assay by compound	9	10	11	12	13	14	15	16
DU-145	111.6	69.0	107.7	105.5	96.5	99.9	99.8	13.7
OVCAR-5	101.8	112.7	122.6	101.8	89.8	97.9	89.2	17.4
OVCAR-3	112.7	66.0	123.7	111.6	105.2	96.6	/	/
KM12	107.5	64.6	102.8	103.1	103.1	105.3	93.8	46.3
HCC-2998	111.6	78.2	96.7	100.2	108.9	106.7	/	82.5
PC-3	91.6	61.5	89.1	99.5	97.8	99.5	92.7	51.6
OVCAR-8	94.9	54.2	107.0	97.9	100.5	/	/	-14.7*
SW-620	108.4	56.2	105.3	106.9	109.5	106.2	/	3.2*
OVCAR-4	100.4	75.6	114.4	104.1	96.3	102.2	/	66.5

# Records 1 through 16 from above:
[1] NC(N)=Nc1cc2ccccc2c2ccccc12
[2] Cc1nc2c(c(=O)[nH]1)OCN(Cc1ccccc1)C2
[3] CC(C)(C)c1nc(N)c2c(Nc3ccc(Cl)cc3)[nH]nc2n1
[4] COc1cc(C(=O)N/N=C/c2ccc(N(C)C)cc2)cc(OC)c1OC
[5] CC(=O)Nc1ncc2c(n1)-c1ccc(C(=O)OC(C)C)n1CCC2
[6] CCCCCCCCCCCCCCCC(=O)OCCCCCCCCCCC
[7] CCCCC(CC)C(O)CC(C)=O (stereo not drawn)
[8] COc1cc(CNC(=O)CCSc2nc3ccccc3c(=O)n2Cc2cc(OC)c(OC)c(OC)c2)cc(OC)c1OC
[9] CC(C)CC(NC(=O)C(Cc1ccccc1)NC(=O)C1CCCN1C(=O)OCc1ccccc1)C(=O)OC(C)(C)C (stereo not drawn)
[10] O=S(=O)(NCCCNc1nccc(-c2c(-c3ccc(F)c(O)c3)nc3sccn23)n1)c1ccccc1

Assay by compound	1	2	3	4	5	6	7	8	9	10
DU-145	84.9	108.2	100.7	0.8*	106.7	113.5	102.6	58.1	111.6	69.0
OVCAR-5	95.8	108.6	91.3	44.5	102.3	104.4	105.6	68.3	101.8	112.7
OVCAR-3	73.1	102.8	111.1	-11.7*	106.4	114.3	100.2	/	112.7	66.0
KM12	81.0	103.8	93.9	17.0	110.3	107.4	104.6	17.3	107.5	64.6
HCC-2998	95.4	103.7	96.3	12.0	110.4	106.6	100.1	86.0	111.6	78.2
PC-3	61.5	89.1	110.4	25.4	96.0	92.3	90.0	49.5	91.6	61.5
OVCAR-8	45.9	99.1	92.5	21.2	96.6	117.0	103.8	48.2	94.9	54.2
SW-620	76.6	101.6	102.7	26.2	102.3	113.3	104.0	23.9	108.4	56.2
OVCAR-4	74.4	96.1	90.8	61.7	104.9	111.6	117.4	58.9	100.4	75.6

[11] CC(=O)OCC(=O)[C@@]1(O)CC[C@H]2[C@@H]3CC=C4C=C(OCc5ccccc5)CC[C@]4(C)[C@H]3C(=O)C[C@@]21C
[12] N#Cc1c(-c2ccc(Cl)cc2Cl)c2c(N)nn(-c3ccccc3)c2oc1=O
[13] Cc1ccc(C(=O)NCCCNc2nccc(-n3ccc4cccnc43)n2)cc1
[14] Cc1c(Cl)cccc1NC(=S)NC(=O)/C=C/c1ccccc1
[15] CC(=O)N[C@]1(C)CCC2C[C@H]1C(C)=NC2(C)C
[16] C=CCn1c(SCC(=O)Nc2cccc(C(=O)/C=C/c3cc(OC)c(OC)c(OC)c3)c2)nc2ccccc2c1=O

Assay by compound	11	12	13	14	15	16
DU-145	107.7	105.5	96.5	99.9	99.8	13.7
OVCAR-5	122.6	101.8	89.8	97.9	89.2	17.4
OVCAR-3	123.7	111.6	105.2	96.6	/	/
KM12	102.8	103.1	103.1	105.3	93.8	46.3
HCC-2998	96.7	100.2	108.9	106.7	/	82.5
PC-3	89.1	99.5	97.8	99.5	92.7	51.6
OVCAR-8	107.0	97.9	100.5	/	/	-14.7*
SW-620	105.3	106.9	109.5	106.2	/	3.2*
OVCAR-4	114.4	104.1	96.3	102.2	/	66.5

# (cont.)
[17] CC(C)(C)NC(=O)C(OC(=O)C1CCc2cc(F)ccc2O1)c1ccc(Br)cc1 (stereo not drawn)
[18] OC(Nc1ccccn1)(C(F)(F)F)C(F)(F)F
[19] COC(=O)c1ccc2[nH]c(O)c(C(=Nc3ccc(N(C)C(=O)CN4CCN(C)CC4)cc3)c3ccc(N)cc3)c2c1
[20] CC(C)Cc1ccc(C(C)C(=O)NCc2c[nH]c3ccc(Cl)cc23)cc1 (stereo not drawn)
[21] CC(c1ccccc1C(=O)O)c1cc(F)cc2ccccc12 (stereo not drawn)
[22] COc1cccc(C2CC(c3cc(OC)c(OC)c(OC)c3)=NN2)c1 (stereo not drawn)
[23] Cc1ccc(C(=O)Cn2c(=O)c3nnc(C)n3c3ccccc32)cc1
[24] NC(=O)c1c(NC(=O)c2ccc3ccccc3c2)sc2c1CCC(=O)C2

Assay by compound	17	18	19	20	21	22	23	24
DU-145	106.5	113.1	96.8	103.3	112.5	104.0	110.3	94.4
OVCAR-5	102.5	95.5	77.8	98.9	102.7	98.8	98.6	74.7
OVCAR-3	101.0	108.3	96.2	95.5	115.1	/	107.1	23.0
KM12	98.3	106.3	18.4	83.5	109.5	54.7	107.1	34.9
HCC-2998	104.4	109.8	108.0	102.5	101.4	83.2	103.8	106.9
PC-3	89.6	92.5	83.4	66.2	97.9	69.1	86.1	16.6
OVCAR-8	100.5	103.2	116.1	93.4	105.9	92.9	101.9	46.1
SW-620	99.1	99.4	70.3	90.9	105.2	51.7	98.8	14.3
OVCAR-4	99.9	92.7	73.7	88.0	/	85.5	93.4	5.1*

[25] CO[C@H]1C[C@H]2[C@@H]3CCC4=CC(=O)CC[C@]4(C)[C@H]3CC[C@]2(C)[C@@]1(O)C(=O)COC(C)=O
[26] CCOC(=O)c1c(Nc2ncnc3cc(OC)c(OC)cc23)sc2c1CCCCC2
[27] CC(=O)Nc1nc(C)c(C(=O)NN)s1
[28] CCCCCCCCOC(=O)C(C)OC(=O)OCCOCCOC(=O)OC(C)C(=O)OCCCCCCCC (stereo not drawn)
[29] O=[N+]([O-])c1ccc(C=Nc2c(-c3ccccc3)no[n+]2[O-])o1
[30] Cc1ncoc1C(=O)O
[31] CC(C)c1cc(CN2C(C)COCC2C)cc(C(C)C)c1O (stereo not drawn)
[32] CCOC(=O)c1c(O)cc(-c2cc(OC)c(OC)c(OC)c2)cc1-c1sc(N(C)Cc2ccccc2)nc1Cl

Assay by compound	25	26	27	28	29	30	31	32
DU-145	91.6	103.0	104.5	103.9	102.7	113.9	/	104.4
OVCAR-5	97.2	102.5	100.4	81.8	101.1	106.1	114.4	90.9
OVCAR-3	104.5	107.9	104.1	98.6	/	121.6	115.0	102.7
KM12	100.8	100.4	102.1	103.9	94.6	112.3	102.2	97.0
HCC-2998	103.8	115.6	84.2	100.3	99.6	102.9	106.4	99.4
PC-3	99.8	94.9	84.4	87.7	98.2	86.8	94.3	74.0
OVCAR-8	100.9	103.6	111.0	105.4	99.8	107.8	101.8	92.8
SW-620	103.7	104.5	97.4	105.8	83.6	111.9	118.8	93.2
OVCAR-4	94.4	104.9	117.7	117.3	101.5	93.2	/	96.0

# Looked up by compound from above, 2 records:
[12] N#Cc1c(-c2ccc(Cl)cc2Cl)c2c(N)nn(-c3ccccc3)c2oc1=O
[27] CC(=O)Nc1nc(C)c(C(=O)NN)s1

Assay by compound	12	27
DU-145	105.5	104.5
OVCAR-5	101.8	100.4
OVCAR-3	111.6	104.1
KM12	103.1	102.1
HCC-2998	100.2	84.2
PC-3	99.5	84.4
OVCAR-8	97.9	111.0
SW-620	106.9	97.4
OVCAR-4	104.1	117.7

# The results go on.
[33] O=C(O)C1C2OC3C(OC(=O)C31)C2Br (stereo not drawn)
[34] Cc1ccccc1NCCC#N
[35] Cn1[nH]c(=O)ccc1=O
[36] COc1cc2c(cc1-c1c(C)noc1C)ncc1nc(C3CCOCC3)n([C@@H](C)COC(F)F)c12
[37] O=[N+]([O-])c1cccc(C2c3sc4ccc(Cl)cc4c3Nc3nnnn32)c1 (stereo not drawn)
[38] CC1=NN(c2cccc(Cl)c2)C(=O)/C1=C\c1cn(CC(O)CN2CCCCC2)c2ccccc12 (stereo not drawn)
[39] COc1ccc2c(c1)oc1c2c2c(c3c4ccccc4n(C)c13)C(=O)NC2=O
[40] CCOC(=O)/C(C#N)=C/c1ccccc1F

Assay by compound	33	34	35	36	37	38	39	40
DU-145	111.4&107.1	110.8	112.8	73.1	111.3	96.7	91.5	107.1
OVCAR-5	106.4&108.6	103.5	100.3	65.2	106.3	83.9	101.3	111.3
OVCAR-3	112.5&108.5	115.4	109.8	42.3	111.0	57.7	/	108.2
KM12	108.4&103.2	99.7	105.0	48.8	102.8	29.7	92.9	104.4
HCC-2998	101.8&99.5	95.8	108.7	43.3	126.2	/	99.8	109.3
PC-3	101.5&106.4	90.8	94.9	39.2	85.5	62.3	83.7	100.8
OVCAR-8	103.4&101.3	102.6	112.0	45.0	107.0	76.6	102.0	109.7
SW-620	95.3&102.8	101.2	102.9	63.4	102.0	7.5*	86.1	104.2
OVCAR-4	105.6&94.3	100.5	109.4	46.4	100.5	75.9	103.1	105.9

[41] COc1ccc(C(=O)c2sc3nc(-c4cnccn4)cc(-c4cccs4)c3c2N)cc1
[42] NNC(=O)CC(=O)Nc1cccc(Cl)c1
[43] CN(C)/C=C1\Sc2ccc3nsnc3c2N(C)C1=O
[44] C[n+]1cccc(C(=O)NO)c1
[45] c1cnc(Nc2nc3c(s2)CCCc2cc[nH]c2-3)nc1
[46] CCN(CC)CCSc1cc(C)c2ccc(N)nc2n1
[47] O=C(Nc1ccc(Nc2ncnc3sc4c(c23)CCOC4)cc1)Nc1ccc(Cl)c(C(F)(F)F)c1
[48] CC1(c2ccc(Cl)cc2)SCCS1

Assay by compound	41	42	43	44	45	46	47	48
DU-145	113.8	119.2	105.7	103.0	105.0	127.3	96.1	110.1
OVCAR-5	104.8	/	81.6	101.2	109.4	107.6	89.2	110.6
OVCAR-3	120.1	109.1	98.7	98.1	101.8	121.9	87.2	134.0
KM12	105.8	108.3	95.7	99.1	96.0	107.6	86.4	119.4
HCC-2998	131.1	112.7	105.2	106.3	113.4	104.9	106.1	107.4
PC-3	97.4	79.7	94.9	102.0	71.7	94.1	60.8	100.7
OVCAR-8	106.2	94.9	106.2	110.4	94.5	98.1	108.5	103.4
SW-620	104.4	89.4	99.3	86.2	96.9	102.0	121.0	97.1
OVCAR-4	107.3	92.5	94.7	100.9	101.6	99.9	131.3	116.5

[49] CCCCN(CCO)Cc1cc(Nc2c3ccccc3nc3ccccc23)ccc1O
[50] NC(=O)c1ccc(Cl)cc1
[51] COc1ccc(C(=O)CCC(=O)O)cc1F
[52] O=C1OC2CC13Cc1ccccc1C3(C(=O)O)CC2I (stereo not drawn)
[53] Cc1ccc(-c2nnc(-c3ccncc3)o2)c(N)c1C
[54] O=c1ssc(=Nc2ccccc2)n1-c1ccccc1
[55] COc1ccc(-c2nc3c(nc(C)c4ccc(C)nc43)o2)cc1
[56] COc1cc(/C=C2\Oc3cc(OCC(=O)c4ccccc4)ccc3C2=O)cc(OC)c1OC

Assay by compound	49	50	51	52	53	54	55	56
DU-145	78.2	111.9	110.4	122.8	109.1	101.0	99.2	94.9
OVCAR-5	86.1	110.2	102.5	107.7	91.6	101.5	105.1	135.5
OVCAR-3	80.5	110.5	110.3	114.2	117.1	109.8	103.8	109.5
KM12	81.5	113.6	107.1	107.2	101.0	114.0	93.2	98.9
HCC-2998	89.3	112.0	105.2	104.7	107.5	109.9	94.9	119.6
PC-3	62.7	75.7	94.1	102.0	/	93.2	92.9	85.2
OVCAR-8	86.4	103.7	102.6	101.9	/	99.3	96.3	108.8
SW-620	68.1	94.5	104.4	108.8	107.6	100.8	99.0	113.5
OVCAR-4	75.6	116.6	104.5	120.3	106.8	87.3	94.9	109.3

# Screening data: PubChem, NCI
